Screening data: PubChem BioAssay, several laboratories
Rab7 wt GTP bind – modulators of GTP binding to Rab7, primary screen, biochemical, wildtype, multiplex bead flow cytometry. Rab7 GTPase wild type (dog), Bodipy-FL-GTP binding. GST-Rab7 beads, fluorescent GTP binding; actives lie on both sides; untreated = 100%, excess cold GTP = 0%. GTP binding activity (percent of control), % at 10 µM. hit rate 0.055% among 190,000;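 active = fluorescent GTP binding to Rab7 beads changed by at least 20 points from the 100% baseline, either direction, mostly lower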;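 note: median green fluorescence of bound Bodipy-FL-GTP per Rab7 bead population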
Avidin bead fluor – green autofluorescence of compounds with avidin beads – biophysical, 488/530 nm, flow cytometry, artefact control, profiling panel | hit rate 0.38% among 220,000 | compound fluorescence 488/530 nm; stronger effect = higher value | fluorescence (KMESF) at 10 µM; in the data active = fluorescence above about 47; note: inactives centre near 10
ABCB1 inh – ABCB1 efflux pump inhibitors, primary screen, cell-based, multiplex, flow cytometry, ABCG2 counter-screen. CCRF-Adr cells, JC-1 efflux. inhibition, % at 6.6 µM. hit rate 0.067% among 190,000. ATP-dependent translocase ABCB1 (Homo sapiens), P08183; in the data active = inhibition above about 40%;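 note: 0% = vehicle and 100% = reference inhibitor; higher value means more JC-1 retained so stronger ABCB1 efflux block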
Target sequence (P08183 whole entry, looked up): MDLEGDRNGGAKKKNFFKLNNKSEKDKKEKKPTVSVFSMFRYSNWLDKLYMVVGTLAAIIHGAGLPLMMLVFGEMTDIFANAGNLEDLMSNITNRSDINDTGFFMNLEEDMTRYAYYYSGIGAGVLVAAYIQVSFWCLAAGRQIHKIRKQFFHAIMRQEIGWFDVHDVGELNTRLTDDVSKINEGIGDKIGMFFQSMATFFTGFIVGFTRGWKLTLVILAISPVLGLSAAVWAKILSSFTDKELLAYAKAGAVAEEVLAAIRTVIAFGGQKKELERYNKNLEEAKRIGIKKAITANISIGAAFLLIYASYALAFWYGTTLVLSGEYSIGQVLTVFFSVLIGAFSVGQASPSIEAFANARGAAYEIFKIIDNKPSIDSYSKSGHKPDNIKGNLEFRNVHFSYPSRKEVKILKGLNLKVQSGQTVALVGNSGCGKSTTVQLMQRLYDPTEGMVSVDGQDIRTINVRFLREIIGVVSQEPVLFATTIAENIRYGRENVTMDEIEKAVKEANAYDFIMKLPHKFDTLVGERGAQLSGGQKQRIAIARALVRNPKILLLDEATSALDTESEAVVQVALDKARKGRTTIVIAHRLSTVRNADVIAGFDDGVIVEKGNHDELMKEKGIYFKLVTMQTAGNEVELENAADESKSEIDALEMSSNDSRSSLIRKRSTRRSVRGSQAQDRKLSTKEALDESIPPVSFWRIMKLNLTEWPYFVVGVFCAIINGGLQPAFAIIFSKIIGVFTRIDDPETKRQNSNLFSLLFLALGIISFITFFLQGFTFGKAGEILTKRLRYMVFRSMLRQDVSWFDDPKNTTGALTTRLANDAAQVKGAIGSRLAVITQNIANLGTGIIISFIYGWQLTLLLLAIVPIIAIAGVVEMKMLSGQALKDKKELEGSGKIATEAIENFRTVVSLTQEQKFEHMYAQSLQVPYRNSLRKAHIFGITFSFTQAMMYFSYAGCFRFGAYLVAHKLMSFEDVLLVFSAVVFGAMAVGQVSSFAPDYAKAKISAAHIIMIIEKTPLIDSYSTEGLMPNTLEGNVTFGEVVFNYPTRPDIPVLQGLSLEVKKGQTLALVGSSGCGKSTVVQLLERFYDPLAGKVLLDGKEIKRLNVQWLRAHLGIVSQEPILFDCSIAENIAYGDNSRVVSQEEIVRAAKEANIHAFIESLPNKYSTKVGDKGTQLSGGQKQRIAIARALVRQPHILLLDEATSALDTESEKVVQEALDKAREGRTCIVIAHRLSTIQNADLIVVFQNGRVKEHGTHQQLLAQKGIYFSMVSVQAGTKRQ
Rac1 mut GTP – GTP binding modulators of activated mutant Rac1, primary screen, biochemical, bead-based flow cytometry, multiplex, fluorescent GTP | hit rate 0.11% among 190,000 | GST-Rac1 activated beads; actives lie on both sides; 100% means binding = to untreated wells | Ras-related C3 botulinum toxin substrate 1 (Homo sapiens), P63000 | percent activity (GTP binding), % at 10 µM;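 active = GTP binding at least 20 percentage points away from the 100% baseline, in either direction, so actives lie on both sides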
Rab2 wt GTP – modulators of GTP binding to Rab2A wildtype, primary screen, biochemical, dog, bead-based flow cytometry, multiplex; hit rate 0.19% among 190,000; GTP binding activity, % at 10 µM; Ras-related protein Rab-2A (Canis lupus familiaris), P61105; GST-Rab2 wt beads, Bodipy-GTP binding; AID 760, 2007;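 active = GTP binding activity at least 20 points away from 100%, either lowered or raised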;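 note: 0% = beads with excess unlabeled GTP and 100% = no-compound control corrected for plate trend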
Cdc42 wt – modulators of GTP binding to wildtype Cdc42, primary screen, biochemical, multiplex bead flow cytometry, Bodipy-GTP; AID 761, 2007; percent activity (GTP binding), % at 10 µM; Cell division control protein 42 homolog (Homo sapiens), P60953; GST-Cdc42 beads; actives lie on both sides; hit rate 0.2% among 190,000;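 active = percent activity GTP binding at least 20 points away from the 100% baseline, either down as inhibitor or up as activator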;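 note: median bead fluorescence of bound Bodipy-FL-GTP at 100 nM; 0% = excess unlabeled GTP control and 100% = no compound control; below 100% means less GTP binding so inhibitor and above means activator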
Pf gametocyte – late stage P. falciparum gametocyte viability inhibitors, primary screen, ATP luminescence, HTS | P. falciparum stage V gametocytes, 24 h | hit rate 0.065% among 150,000 | inhibition, % at 10.9 µM;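 active = inhibition above the mean plus 3 SD of compounds within the control limits, set per campaign, cut at about 38% in these data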;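 note: 0% = DMSO wells and 100% = medium only without gametocytes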
Rac1 wt modul – wildtype Rac1 GTP binding modulators, primary screen, biochemical, GST-Rac1 beads, flow cytometry, multiplex; Ras-related C3 botulinum toxin substrate 1 (Homo sapiens), P63000; fluorescent GTP binding; actives lie on both sides; 0 = cold GTP competed, 100 = untreated; GTP binding activity (% of control), % at 10 µM; hit rate 0.27% among 190,000;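 active = GTP binding activity at least 20 points away from the 100% control level, either lower or higher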
ABCG2 block – ABCG2 efflux pump inhibitors, primary screen, multiplex with ABCB1, IgMXP3 cells, flow cytometry | hit rate 0.1% among 190,000 | AID 1325, 2008 | JC-1 efflux | inhibition, % at 6.6 µM;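 active = inhibition above 80%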;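 note: 0% = DMSO and 100% = nicardipine control wells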
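Test system: IgMXP3 (ABCG2) plus far-red-tagged CCRF-Adr (ABCB1) cells. Reagent: JC-1 dye as substrate. Timing: 10 min exposure at 25 °C with rotation, no wash. Measured by: flow cytometric JC-1 green MFI at 530 nm. Read-out: percent efflux inhibition, scaled nicardipine 100% to DMSO 0%. Control set: nicardipine and DMSO wells.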
Mcl1 Noxa PPI – Mcl-1/Noxa binding inhibitors, primary screen, biochemical, TR-FRET, 1536-well. TR-FRET Mcl-1/Noxa peptide binding, 2 h. inhibition, % at 21.7 µM. hit rate 1.5% among 220,000. AID 1022, 2008;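 active = compounds that cut the protein-peptide binding signal by more than 50% relative to plate controls in a single-dose test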;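 note: His-tagged Mcl-1 with rhodamine Noxa BH3 peptide and terbium anti-His antibody; 0% = Mcl-1 plus Noxa peptide wells and 100% = peptide-only wells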
HRas wt GTP bind – modulators of GTP binding to HRas wildtype, primary screen, biochemical, bead-based flow cytometry, multiplex; GTP binding activity, % at 10 µM; GTPase HRas (Homo sapiens), P01112; GST-Ras wt beads, Bodipy-FL-GTP binding; actives lie on both sides; AID 759, 2007; hit rate 0.14% among 190,000;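 active = GTP binding activity at least 20% away from the 100% baseline, either lowered as inhibitor or raised as activator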;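 note: 0% = unlabeled GTP competition control and 100% = no-compound control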
Numbers without * were called inactive; . = no result given. Random draw from the library. Share with any hit: about 2.3%.

SMILES	Rab7 wt GTP bind	Avidin bead fluor	ABCB1 inh	Rac1 mut GTP	Rab2 wt GTP	Cdc42 wt	Pf gametocyte	Rac1 wt modul	ABCG2 block	Mcl1 Noxa PPI	HRas wt GTP bind
COc1cc(OC)cc(C(=O)Nc2ccc(S(=O)(=O)Nc3cc(C)nc(C)n3)cc2)c1	97	9	0.0	94	92	95	13	94	-1	18	95
CCN(CC)C(=O)Oc1ccccc1NC(C)=O	100	17	0.1	100	104	106	-43	104	0	8	104
CC(=O)c1cnc(Nc2nc(C)c3ccc(C)cc3n2)nc1C	99	23	0.8	98	100	99	.	99	6	0	100
O=C(CCNS(=O)(=O)c1ccc(Br)s1)NCc1ccccc1	99	9	-0.6	95	97	97	28	99	6	17	99
CC(=O)CCc1c(C)[nH]c2ccc(NC(C)=O)cc2c1=O	99	6	.	98	98	100	.	99	.	5	99
O=C(CSc1ncccn1)Nc1ccc(N2CCOCC2)cc1	99	14	0.0	98	100	101	4	104	2	-20	100
COc1ccc(C2NC3=C(CCC3)C3(C#N)C4(N=C(N)C23C#N)OCCO4)cc1 (centres undefined)	97	8	0.5	93	92	95	.	92	1	3	96
Cc1cc(=O)oc2cc(NC(=O)C3CC(=O)N(Cc4ccccc4)C3)ccc12 (centres undefined)	103	11	-0.3	101	101	101	.	102	0	27	102
CC(=O)Nc1ccc(OC(=O)c2cc([N+](=O)[O-])ccc2Cl)cc1	97	35	0.5	99	98	101	.	102	4	17	98
CC(C)(C)c1ccccc1OCCOCCN1CCCCCC1	109	5	1.3	96	101	97	.	101	2	13	100
Cn1cc(CN2CCC(CO)CC2)c(-c2ccc(Oc3ccccc3)cc2)n1	99	9	0.2	94	97	92	5	100	0	11	99
N#CCN1CCCC(C(N)=O)C1 (centres undefined)	100	9	0.8	97	98	100	-15	101	12	7	97
CCCCCCCCCCOC(=O)C[N+](C)(C)C/C=C(/C)Cl	98	14	0.4	100	100	101	6	102	2	8	100
Nc1cc(C(F)(F)F)cc([N+](=O)[O-])c1N	99	23	-0.1	93	98	98	-9	101	1	6	98
COc1cc(C(=O)NCC(=O)OCc2ccccc2Cl)cc(OC)c1OC	97	10	1.2	95	95	95	-23	96	17	25	95
CCNC(=O)Cc1c(OC)ccc2cc(Br)ccc12	96	10	0.8	97	96	100	-13	96	10	4	101
Cc1csc(NC(=O)CCNC(=O)c2ccccc2Cl)n1	98	12	0.9	97	98	100	.	98	1	7	98
COc1ccc(-c2nnc(SCC(=O)NC(=O)NCc3ccco3)o2)cc1	101	6	0.1	99	97	99	.	103	1	22	97
O=C(CNC(=O)c1ccccc1F)OCc1nc2ccccc2s1	94	11	0.9	94	97	99	-13	96	2	-7	96
Cc1ccccc1C(=O)/C=C1/SCC(=O)N1C	100	15	0.5	99	102	99	2	101	6	6	101
S=C(NCCc1ccccc1)Nc1ccc(Cl)cc1	99	4	2.7	99	100	101	5	105	35	-12	100
COCCn1c(COc2ccc(OC)cc2)nc2ccccc21	100	10	2.7	97	99	99	5	101	25	8	100
CCCCCCn1c(N)c(C#N)c2ccc([N+](=O)[O-])cc2c1=O	98	10	0.9	91	92	93	-1	98	6	7	97
Cc1ccc(S(=O)(=O)Nc2nc3ccccc3nc2N2CCN(c3ccccc3F)CC2)cc1	95	37	-0.1	95	96	96	15	99	0	51*	97
CN(CC(=O)Nc1ccc2c(c1)OCCO2)S(=O)(=O)c1cccc2cccnc12	95	5	1.2	94	95	92	.	94	8	22	94
COC(=O)CSc1n[nH]c(-c2ccncc2)n1	102	17	0.5	100	101	102	.	108	3	6	104
CC1(C)CC2CC(C)(CN2C(=O)c2cc(-c3ccccc3O)on2)C1 (centres undefined)	97	5	0.7	95	96	94	.	97	3	7	96
O=C(CS(=O)(=O)c1ccccc1)Nc1ccccn1	106	11	0.7	97	102	100	.	99	10	12	99
COc1ccc(N2C(=O)c3ccccc3NC2c2ccc(OC)c(CSc3ccccn3)c2)cc1 (centres undefined)	99	21	3.3	97	100	101	-9	99	8	-13	99
CS(=O)(=O)N1CCCC(C(=O)NCCc2ccc(Cl)cc2)C1 (centres undefined)	101	10	3.0	98	98	98	.	100	0	18	99

Given with bars between the fields: part of the list above.
Compound | Rab7 wt GTP bind | Avidin bead fluor | ABCB1 inh | Rac1 mut GTP | Rab2 wt GTP | Cdc42 wt | Pf gametocyte | Rac1 wt modul | ABCG2 block | Mcl1 Noxa PPI | HRas wt GTP bind
COc1cc(C(=O)NCC(=O)OCc2ccccc2Cl)cc(OC)c1OC | 97 | 10 | 1.2 | 95 | 95 | 95 | -23 | 96 | 17 | 25 | 95
CCNC(=O)Cc1c(OC)ccc2cc(Br)ccc12 | 96 | 10 | 0.8 | 97 | 96 | 100 | -13 | 96 | 10 | 4 | 101
Cc1csc(NC(=O)CCNC(=O)c2ccccc2Cl)n1 | 98 | 12 | 0.9 | 97 | 98 | 100 | . | 98 | 1 | 7 | 98
COc1ccc(-c2nnc(SCC(=O)NC(=O)NCc3ccco3)o2)cc1 | 101 | 6 | 0.1 | 99 | 97 | 99 | . | 103 | 1 | 22 | 97
O=C(CNC(=O)c1ccccc1F)OCc1nc2ccccc2s1 | 94 | 11 | 0.9 | 94 | 97 | 99 | -13 | 96 | 2 | -7 | 96
Cc1ccccc1C(=O)/C=C1/SCC(=O)N1C | 100 | 15 | 0.5 | 99 | 102 | 99 | 2 | 101 | 6 | 6 | 101
S=C(NCCc1ccccc1)Nc1ccc(Cl)cc1 | 99 | 4 | 2.7 | 99 | 100 | 101 | 5 | 105 | 35 | -12 | 100
COCCn1c(COc2ccc(OC)cc2)nc2ccccc21 | 100 | 10 | 2.7 | 97 | 99 | 99 | 5 | 101 | 25 | 8 | 100
CCCCCCn1c(N)c(C#N)c2ccc([N+](=O)[O-])cc2c1=O | 98 | 10 | 0.9 | 91 | 92 | 93 | -1 | 98 | 6 | 7 | 97
Cc1ccc(S(=O)(=O)Nc2nc3ccccc3nc2N2CCN(c3ccccc3F)CC2)cc1 | 95 | 37 | -0.1 | 95 | 96 | 96 | 15 | 99 | 0 | 51* | 97
CN(CC(=O)Nc1ccc2c(c1)OCCO2)S(=O)(=O)c1cccc2cccnc12 | 95 | 5 | 1.2 | 94 | 95 | 92 | . | 94 | 8 | 22 | 94
COC(=O)CSc1n[nH]c(-c2ccncc2)n1 | 102 | 17 | 0.5 | 100 | 101 | 102 | . | 108 | 3 | 6 | 104
CC1(C)CC2CC(C)(CN2C(=O)c2cc(-c3ccccc3O)on2)C1 (centres undefined) | 97 | 5 | 0.7 | 95 | 96 | 94 | . | 97 | 3 | 7 | 96
O=C(CS(=O)(=O)c1ccccc1)Nc1ccccn1 | 106 | 11 | 0.7 | 97 | 102 | 100 | . | 99 | 10 | 12 | 99
COc1ccc(N2C(=O)c3ccccc3NC2c2ccc(OC)c(CSc3ccccn3)c2)cc1 (centres undefined) | 99 | 21 | 3.3 | 97 | 100 | 101 | -9 | 99 | 8 | -13 | 99
CS(=O)(=O)N1CCCC(C(=O)NCCc2ccc(Cl)cc2)C1 (centres undefined) | 101 | 10 | 3.0 | 98 | 98 | 98 | . | 100 | 0 | 18 | 99

Among those listed so far, these have bromine.
SMILES	Rab7 wt GTP bind	Avidin bead fluor	ABCB1 inh	Rac1 mut GTP	Rab2 wt GTP	Cdc42 wt	Pf gametocyte	Rac1 wt modul	ABCG2 block	Mcl1 Noxa PPI	HRas wt GTP bind
O=C(CCNS(=O)(=O)c1ccc(Br)s1)NCc1ccccc1	99	9	-0.6	95	97	97	28	99	6	17	99
CCNC(=O)Cc1c(OC)ccc2cc(Br)ccc12	96	10	0.8	97	96	100	-13	96	10	4	101

Additional results:
SMILES	Rab7 wt GTP bind	Avidin bead fluor	ABCB1 inh	Rac1 mut GTP	Rab2 wt GTP	Cdc42 wt	Pf gametocyte	Rac1 wt modul	ABCG2 block	Mcl1 Noxa PPI	HRas wt GTP bind
C1CCN(c2nc(N3CCCCC3)nc(N3CCNCC3)n2)CC1	102	18	1.0	99	99	102	.	103	3	-8	101
COc1cc([N+](=O)[O-])ccc1NC(=O)/C=C/C(=O)O	104	12	1.1	96	100	98	4	98	1	11	98
O=C(O)Cn1c(SC2CCCCC2)nc2ccccc21	101	19	0.3	100	101	99	.	104	9	12	100
Cc1ccc(NC(=S)N/N=C2\CC(C)(C)Oc3ccc(O)cc32)cc1	102	4	0.0	101	99	101	25	105	0	23	101
COc1cc(NC(=S)NC(C)=O)ccc1NC(=O)C(C)C	94	8	-8.5	96	98	95	.	97	2	29	97
COc1ccc(-c2cnc(SCC(=O)Nc3cc(C)on3)n2Cc2ccco2)cc1	99	36	0.9	97	98	99	29	97	2	9	98
N/C(Cn1cncn1)=N\NC(=O)C(=O)Nc1ccc(Cl)cc1Cl	95	9	0.8	97	97	101	2	100	3	11	97
S=C(Nc1ccc(Cl)c(Cl)c1)NN1CCOCC1	99	6	0.1	99	97	100	12	103	7	12	100
O=[N+]([O-])c1cc(C(F)(F)F)cc([N+](=O)[O-])c1NCCCNc1ccc([N+](=O)[O-])c2cccnc12	103	11	1.4	99	98	102	20	104	8	12	100
Cc1ccc(-c2nc(P(=O)(c3ccccc3)c3ccccc3)c(N3CCOCC3)o2)cc1	102	5	0.2	99	98	98	-10	101	-1	13	100
CCCn1c(NCc2ccco2)nc2c1c(=O)n(C)c(=O)n2C	101	15	1.7	101	102	102	-4	105	14	5	103
COc1ccc(NC(=O)COC(=O)/C=C/C(=O)OCC(=O)Nc2ccc(OC)c(Cl)c2)cc1Cl	102	2	0.2	100	100	101	-3	103	3	13	101
Fc1ccc(-c2cc(C(F)(F)F)nc(NCc3cccs3)n2)cc1	98	5	0.4	100	98	103	.	101	1	-13	100
COc1ccc(CCNC(=O)C(=O)N2CCCCC2)cc1OC	103	8	0.4	99	101	102	-12	106	1	9	102
